Source: PubChem BioAssay
Growth percent in the NCI-60 one-dose screen (48 h, 10 µM unless noted): 100 = growth as untreated, 0 = no growth, -100 = all killed.
M14: M14 melanoma; 80,000 tested, 6.2% active; AID 1794745
SK-MEL-28: SK-MEL-28 melanoma. 81,000 tested, 4.1% active. AID 1794761
HOP-62: HOP-62 NSCLC; AID 1794735; 80,000 tested, 3.9% active
A549/ATCC: A549/ATCC NSCLC; 81,000 tested, 3.7% active; AID 1794740
* marks the source's active call; other numbers are inactive results; . = not tested or not shown. How the source made its calls: active means growth percent below 10; inactive means the rest. A portion of the library (hit frequency here may not be typical).

SMILES | M14 | SK-MEL-28 | HOP-62 | A549/ATCC
Nc1nc2c(C(=O)c3ccco3)nnn2c2cccc(Cl)c12 | 97 | 109 | 86 | .
CN(NC(=O)c1ccccc1)C(=O)c1ccccc1 | 98 | 107 | 109 | .
COCC(Cl)/C(N)=N\S(=O)(=O)c1c(C)cc(Cl)cc1Cl (stereo not drawn) | 106 | 101 | 111 | .
N#CC(C#N)=CNCC1CC1 | 108 | 116 | . | 100
Cc1cccc(NC(=O)Oc2ccc(C#N)cc2)c1 | 110 | 101 | . | 96

Profiles as entered above. Order of screens: M14 | SK-MEL-28 | HOP-62 | A549/ATCC
COCC(Cl)/C(N)=N\S(=O)(=O)c1c(C)cc(Cl)cc1Cl (stereo not drawn) across the screens: 106 | 101 | 111 | .
Nc1nc2c(C(=O)c3ccco3)nnn2c2cccc(Cl)c12 across the screens: 97 | 109 | 86 | .
